# Bioassay records as filed in PubChem.
# RmlCD inh mix: inhibitors of RmlC and RmlD coupled enzymes; RmlC/RmlD coupled enzyme inhibition, 384-well mixture HTS; inhibition, % at 5.5 µM; 110,000 tested, 0.39% active; AID 1532; in the data active means inhibition above about 30%, passing the limit was not always enough; inconclusive means no clear call, values can overlap the other calls; further: strong numbers were not always called active
# RT RNaseH block: inhibitors of HIV-1 reverse transcriptase RNase H | P04585 | RT-RNase H RNA/DNA duplex cleavage, fluorescence | inhibition, % at 10 µM | 65,000 tested, 1.9% active; in the data active means inhibition above about 50%
# Numbers without * were called inactive; i = inactive; u = inconclusive; x = not tested or not shown. Some of the compounds tested. The share of hits here may be higher or lower than overall.
(1) O=C(O)C1CCCN1c1ncnc2ccccc12 (stereo unspecified)
(2) CCCC(=O)Nc1sc2c(c1C(=O)OC)C(C(=O)OC)CC2 (stereo unspecified)
(3) O=C(CSc1nnc(Cn2nnc(-c3ccccc3)n2)n1-c1ccccc1)Nc1ccc(F)cc1
(4) CC(C)NC(=O)c1cc2cc(Br)ccc2oc1=O
(5) C=CCC1c2cccc(C(=O)O)c2C(=O)N1c1ccc(Cl)cc1 (stereo unspecified)
(6) CC(C)OCCCNC(=O)C1CCN(S(=O)(=O)N2CCCCC2)CC1
(7) CC(=O)c1ccc(NC(=O)C(C)Sc2nnnn2C)cc1 (stereo unspecified)
(8) COc1ccc(-n2c(Cc3cccn3C)nnc2SCC(=O)Nc2ccccc2)cc1
Compound,1,2,3,4,5,6,7,8
RmlCD inh mix,-12.4,-0.9,-17.0,-17.0,4.4,-128.7,-6.8,-1.8
RT RNaseH block,-2.5,x,-2.5,-11.8,x,0.2,15.1,-24.9

(9) CCOC(=O)c1oc2ccc(S(=O)(=O)n3nc(-c4ccccc4)cc3N)cc2c1C
(10) N#CC1=C(N2CCCCC2)c2cc3c(n2C1=O)CCCC3
(11) CCCC(C)c1nnc(NC(=O)c2cc(C(=O)OC)cc([N+](=O)[O-])c2)s1 (stereo unspecified)
(12) CN1CCN2c3ncccc3Cc3ccccc3C2C1 (stereo unspecified)
(13) C=C(C)COc1ccc(-c2ncncc2Oc2ccc(OC)cc2)c(O)c1
(14) Cc1nc(SCC(=O)Nc2ccc3c(c2)OCCO3)c2oc3ccccc3c2n1
(15) CCC(=NCc1ccccc1)c1c(C(F)(F)F)[nH]n(-c2nc3ccccc3s2)c1=O
(16) CCc1ccc(OCc2nnc(SCCN3CCOCC3)n2C)cc1
Compound,9,10,11,12,13,14,15,16
RmlCD inh mix,-10.2,26.5,14.6,3.1,5.3,-6.5,11.1,6.2
RT RNaseH block,x,x,x,x,-4.8,x,x,0.0

(17) COc1ccc(OC)c(-n2c(O)cnc2Nc2nc(C)cc(C)n2)c1
(18) Cc1cc(=O)oc2cc(OCC(O)CN3CCN(c4ccc(F)cc4)CC3)ccc12 (stereo unspecified)
(19) Cc1ccc(NC(=O)CN2CCN(c3ccccn3)CC2)c(Cl)c1
(20) CC(=O)NCC(=O)NC1(C(=O)NC2CCCC2)CCCCC1
(21) Cc1ccc(N2C(N)=C(C#N)C(c3cccs3)C3=C2CC(C)(C)CC3=O)cc1 (stereo unspecified)
(22) COCC(C)NC(C(=O)Nc1ccc(C)c(Cl)c1)c1ccccc1 (stereo unspecified)
(23) O=C(C1CC1)N1CCCN(C(=O)C2CC2)CC1
(24) CC1(C)SCC(C(=O)O)N1C=O (stereo unspecified)
Compound,17,18,19,20,21,22,23,24
RmlCD inh mix,-36.8,1.4,-9.3,-3.0,11.2,4.9,7.4,6.0
RT RNaseH block,-8.1,-0.1,x,-3.9,x,x,-3.6,-7.6

# 3 entries drawn at random from those above, as already listed:
(21) Cc1ccc(N2C(N)=C(C#N)C(c3cccs3)C3=C2CC(C)(C)CC3=O)cc1 (stereo unspecified)
(17) COc1ccc(OC)c(-n2c(O)cnc2Nc2nc(C)cc(C)n2)c1
(24) CC1(C)SCC(C(=O)O)N1C=O (stereo unspecified)
Compound,21,17,24
RmlCD inh mix,11.2,-36.8,6.0
RT RNaseH block,x,-8.1,-7.6

# The list continues:
(25) O=C1CCC(N2C(=O)c3ccccc3C2=O)C(=O)N1 (stereo unspecified)
(26) COc1ccccc1CN=C1NC(=O)C(CC(=O)Nc2ccc(OC)c(OC)c2)S1 (stereo unspecified)
(27) O=C(CN1CCN(CC(=O)Nc2ccc3c(c2)OCO3)CC1)Nc1ccc(F)cc1
(28) CCOc1ccccc1N(CC(=O)NCc1ccc(OC)cc1)S(C)(=O)=O
(29) CCC1=Nc2cc(C(=O)O)ccc2Sc2ccccc21
(30) Cc1c(C(=O)O)sc2nc3n(c(=O)c12)CCC(C)CC3 (stereo unspecified)
(31) C=CCN(CC=C)S(=O)(=O)c1ccc(NC(=S)NC(=O)c2ccc(-c3ccccc3)cc2)cc1
(32) CCCC(c1nnnn1Cc1ccco1)N1CCC(C(N)=O)CC1 (stereo unspecified)
Compound,25,26,27,28,29,30,31,32
RmlCD inh mix,-6.5,4.9,-4.4,-15.2,6.7,8.5,-6.7,2.0
RT RNaseH block,x,x,-10.3,-14.7,x,-5.8,x,4.2

# Next section, overlapping the part above by 2 compounds.
(31) C=CCN(CC=C)S(=O)(=O)c1ccc(NC(=S)NC(=O)c2ccc(-c3ccccc3)cc2)cc1
(32) CCCC(c1nnnn1Cc1ccco1)N1CCC(C(N)=O)CC1 (stereo unspecified)
(33) Cc1cccc(/C=c2\s/c(=C\C(=O)C(C)(C)C)[nH]c2=O)c1
(34) O=C(NCc1ccco1)c1cccc(NC(=O)c2ccco2)c1
(35) CC1=C(C(=O)Nc2ccccc2)C(c2ccccn2)n2nc(CCCO)nc2N1 (stereo unspecified)
(36) O=C(Nc1ccc2oc(-c3ccncc3)nc2c1)c1cccs1
(37) O=C(CCCN1Cc2ccccc2C1)c1ccc(F)cc1
(38) C/C(=N\O)C(=O)OC1CC(C)CCC1C(C)C (stereo unspecified)
(39) O=C(CSCC(=O)N1CCCCC1)Nc1nc(-c2ccc(Cl)s2)cs1
(40) CCOC(=O)CNC(=O)c1cccnc1
Compound,31,32,33,34,35,36,37,38,39,40
RmlCD inh mix,-6.7,2.0,-4.4,7.1,12.5,-0.4,0.3,-12.8,-12.5,-10.0
RT RNaseH block,x,4.2,x,x,-3.6,-3.1,-16.5,-23.8,-4.3,x

(41) Cc1csc(NC(=O)c2ccccc2[N+](=O)[O-])n1
(42) CN1C(=O)CSc2ccc(NC(=O)N3CCC(N4CCCCC4)CC3)cc21
(43) COc1ccc(Oc2nc(C)nc3c2oc2ccccc23)cc1
(44) CC(C)CC(c1nnnn1C1CCCC1)N1CCN(C(=O)c2ccco2)CC1 (stereo unspecified)
(45) CCc1nc(SCC(=O)NCc2ccco2)c2c3c(sc2n1)CCCC3
(46) CCS(=O)(=O)CCn1c([N+](=O)[O-])cnc1C
(47) Cc1cc(/C=N/n2cnnc2)c(C)n1-c1ccc(Cl)cc1Cl
(48) O=C(COc1ccc(S(=O)(=O)NC2CCCCC2)cc1Cl)NCC1CCCO1 (stereo unspecified)
Compound,41,42,43,44,45,46,47,48
RmlCD inh mix,-11.7,4.9,9.1,-12.4,-12.0,0.7,-0.2,-4.6
RT RNaseH block,x,3.3,-20.1,0.3,-7.0,-4.9,-37.1,-2.4

(49) COc1ccc(/C(O)=C2/C(=O)C(=O)N(c3nc(C)c(C)s3)C2c2ccco2)cc1 (stereo unspecified)
(50) O=C1C2CC=CCC2C(=O)N1c1ccc(Cc2ccncc2)cc1 (stereo unspecified)
(51) O=c1ccnc(S/C=C/c2ccccc2)[nH]1
(52) CCCCn1c(=O)c(C(=O)Nc2nc3ccccc3[nH]2)c(O)c2ccccc21
(53) Cc1nc(-c2cccc(NS(=O)(=O)c3ccc4ccccc4c3)c2)cs1
(54) CCOC(=O)c1sc2ncn(CC(=O)NCC3CCCO3)c(=O)c2c1C (stereo unspecified)
(55) O=C(Nc1ccc(Cl)c(C(F)(F)F)c1)[C@@H]1CC=C[C@@H]2CCN(Cc3ccc(Cl)c(Cl)c3)C(=O)[C@@H]21
(56) COc1ccc(CN=CC2=C(O)CNC2=O)cc1
Compound,49,50,51,52,53,54,55,56
RmlCD inh mix,15.6,-2.5,-3.1,x,8.6,-16.9,-1.8,5.3
RT RNaseH block,-1.4,-3.4,-5.7,21.9,x,-16.9,x,x

(57) Cc1onc(-c2c(Cl)cccc2Cl)c1C(=O)N1C=CC(C(F)(F)F)=NCC1
(58) O=C(Nc1ccc(Oc2ccc(NC(=O)C3CCCO3)cc2)cc1)C1CCCO1 (stereo unspecified)
(59) O=C(C1CC(=O)N(c2ccc(F)c(Cl)c2)C1)N1CCC2(CC1)OCCO2 (stereo unspecified)
(60) O=C(NC(Cc1ccccc1)C(=O)O)c1ccc(S(=O)(=O)N2CCCCC2)cc1 (stereo unspecified)
(61) Cc1nc(N2CCC(C(N)=O)CC2)c2nnn(Cc3ccccc3)c2n1
(62) O=C(NC1CC1)c1ccc(S(=O)(=O)NC2CCCCCC2)cc1
(63) COCCN1C(=O)N[C@@H](c2ccccc2)[C@@H](C(=O)OC)[C@H]1C
(64) Cc1cccc(OCc2nnc(SCC(=O)OC3CCCCC3)o2)c1
Compound,57,58,59,60,61,62,63,64
RmlCD inh mix,4.9,9.6,-14.9,9.5,-9.2,-18.7,7.3,-8.8
RT RNaseH block,x,4.8,-5.1,x,-4.2,-8.1,x,-15.4

(65) O=C(CSc1nc2[nH]ncc2c(=O)n1-c1ccccc1)c1ccc2c(c1)OCCO2
(66) C=C1CCN([C@@H](C)C(=O)NCCCCCC)S(=O)(=O)c2ccccc21
(67) O=C(COC(=O)c1ccc(Br)o1)NCC1CCCO1 (stereo unspecified)
(68) CC12C(=O)N(Cc3ccco3)C(=O)C1C1c3ccccc3C2c2ccccc21 (stereo unspecified)
(69) Cc1ccc2nc(NC(=O)CSCc3ccccc3)sc2c1
(70) CCN1CCN(Cc2ccc(NC(=O)c3ccc(C)c(NC(=O)c4ccnnc4)c3)cc2C(F)(F)F)CC1
(71) CN1CCN(C(=O)C2=C[C@@H](c3ccc4c(c3)OCO4)C[C@@H](OCc3ccc(CO)cc3)O2)CC1
(72) CC(=O)C(C(C)=O)c1c(Cl)c(O)c(O)c2c(C(=O)c3ccccc3)coc12
Compound,65,66,67,68,69,70,71,72
RmlCD inh mix,-10.0,-6.0,-7.1,3.8,8.1,7.9,-1.1,4.0
RT RNaseH block,-36.8,x,x,x,x,x,x,100.3*

(73) CCCOC(=O)c1ccc(Oc2c(-c3ccc(O)cc3O)n[nH]c2C)cc1
(74) O=C(NC1CCCCC1)NC1(C(=O)N2CCN3CCCC3C2)CCCCC1 (stereo unspecified)
(75) O=C1NN(c2ccccc2)C(=O)/C1=C\c1ccccc1OCC(=O)N1CCOCC1
(76) Oc1ccc(N2CCN(C(c3ccccn3)c3nnnn3C3CCCC3)CC2)cc1 (stereo unspecified)
(77) COCCn1c(=O)[nH]c2cc(C(=O)NC(C)C)ccc2c1=O
(78) CCOC(=O)Cc1csc(NC(=O)CCCCCN2C(=O)c3ccccc3C2=O)n1
(79) CC(C)Cc1nc(N2CCN(C(=O)c3ccco3)CC2)c(C#N)c2c1CCC2
(80) CN1CCN(S(=O)(=O)c2cccc(S(=O)(=O)c3ccc(Cl)cc3)c2)CC1
Compound,73,74,75,76,77,78,79,80
RmlCD inh mix,11.3,-14.0,u,54.0,u,54.2,-4.4,i
RT RNaseH block,-7.4,-5.9,x,x,5.1,x,-36.6,-6.0

# Record cards, as listed above. Screens in order: RmlCD inh mix, RT RNaseH block
# Shown for `O=C(NC1CCCCC1)NC1(C(=O)N2CCN3CCCC3C2)CCCCC1` (stereo unspecified) : -14.0, -5.9
# Shown for `CC(C)Cc1nc(N2CCN(C(=O)c3ccco3)CC2)c(C#N)c2c1CCC2` : -4.4, -36.6
# Shown for `Oc1ccc(N2CCN(C(c3ccccn3)c3nnnn3C3CCCC3)CC2)cc1` (stereo unspecified) : 54.0, x
# Shown for `COCCn1c(=O)[nH]c2cc(C(=O)NC(C)C)ccc2c1=O` : u, 5.1
# Shown for `CCOC(=O)Cc1csc(NC(=O)CCCCCN2C(=O)c3ccccc3C2=O)n1` : 54.2, x

# Next part.
(81) c1cncc(-c2nn[nH]n2)c1
(82) COc1cccc(/C(O)=C2/C(=O)C(=O)N(CCN(C)C)C2c2ccccn2)c1 (stereo unspecified)
(83) O=C(Nc1nccs1)C(=O)c1c[nH]c2ccccc12
(84) Cc1c(C(=O)O)oc2ccc(S(=O)(=O)N3CC(C)CC(C)C3)cc12 (stereo unspecified)
(85) CN(C)c1nc(NCc2ccccc2)nc(Oc2ccc(=O)[nH]n2)n1
(86) O=S(=O)(c1ccc(N2CCN(CCO)CC2)nc1)N1CCCCC1
(87) Cc1[nH]c2ccc(-c3nnc(SCC(=O)NCc4ccco4)n3Cc3ccccc3)cc2c1C
(88) Cn1c(NCCCN2CCOCC2)nc2c1c(=O)n(Cc1ccc(Cl)c(Cl)c1)c(=O)n2C
Compound,81,82,83,84,85,86,87,88
RmlCD inh mix,-15.5,11.6,-24.4,-17.7,13.6,-8.9,-9.0,-90.9
RT RNaseH block,-2.8,-3.8,x,6.5,-17.0,x,9.4,-5.0

(89) CCOC(=O)CN(C(=O)Cn1nnc(-c2ccc(C)cc2)n1)C(CC)C(=O)NC1CCCC1 (stereo unspecified)
(90) CCCCC(CCC(=O)O)(C(=O)OCC)c1csc(N)n1 (stereo unspecified)
(91) O=C(NCC1CCCO1)c1cc(-c2ccncc2)nc2ccc(S(=O)(=O)N3CCOCC3)cc12 (stereo unspecified)
(92) Cc1ccc(Cn2ccc(NC(=O)c3nn(C)cc3Cl)n2)cc1
(93) CCOc1ccccc1C1C(C(N)=O)=C(C)Nc2nc(CCCO)nn21 (stereo unspecified)
(94) COc1ccc(C2OCC3(O)C(c4ccc(OC)c(OC)c4)OCC23)cc1OC (stereo unspecified)
Compound,89,90,91,92,93,94
RmlCD inh mix,-4.1,8.4,11.3,-6.6,-1.4,-8.4
RT RNaseH block,-1.8,-1.7,-15.8,x,-15.2,x
